# Bioassay records as filed in PubChem.
# M. tuberculosis HTS: M. tuberculosis growth inhibition, HTS (AID 449762); 330,000 compounds, 0.59% hits; inhibition, % at 25 µM; hits with a dose series show IC50 in µM; M. tuberculosis H37Rv growth inhibition, 7H9 media; higher % means a stronger effect; in the data active means a potency from the dose series; inconclusive means inhibition above about 70% without an active follow-up result;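 further: bacterial growth assessed after seven days of incubation; strong numbers were not always called active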
# M. tuberculosis: growth inhibition of non-replicating M. tuberculosis (AID 488890); inhibition, % at 25 µM, or IC50 in µM where a hit was titrated; Mycobacterium tuberculosis non-replicating, growth inhibition; higher % means a stronger effect; 320,000 compounds, 0.39% hits; in the data active means a potency from the dose series; inconclusive means inhibition mostly from about 82% at the one dose, without a potency; inactive means the rest, 99 in 100 with inhibition below about 76%;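 further: plate controls were DMSO cells for no effect and high antibiotic wells for full effect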
# Salmonella PhoP GFP: PhoP regulon inhibitors, Salmonella typhi PhoP promoter GFP reporter, confirmatory (AID 1850); Salmonella Typhi PhoP-promoter GFP reporter, fluorescence, 4 h; higher % means a stronger effect; inhibition, % at 50 µM; hits with a dose series show IC50 in µM; 310,000 compounds, 0.33% hits; in the data active means a potency from the dose series; inconclusive means inhibition mostly from about 25% at the one dose, without a potency; inactive means the rest, 99 in 100 with inhibition below about 19%;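 further: 0% = induced wells with vehicle and 100% = uninduced wells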
# inhibitors of VEEV: inhibitors of VEEV TC-83 cytopathic effect, confirmation, Vero cells (AID 588727) | inhibition, % at 20 µM, or IC50 in µM where a hit was titrated | Vero cells, VEEV TC-83 cytopathic effect inhibition; higher % means a stronger effect | 350,000 compounds, 0.13% hits; in the data active means a potency from the dose series; inconclusive means inhibition mostly from about 14% at the one dose, without a potency; inactive means the rest, 99 in 100 with inhibition below about 12%; further: strong numbers were not always called active
# H1N1 NS1A inhibition: H1N1 influenza NS1A inhibitors, functional cell based assay (AID 504329); NS1A functional cell-based assay, percent inhibition; higher % means a stronger effect; inhibition, % at 12.5 µM, or IC50 in µM where a hit was titrated; 340,000 compounds, 0.3% hits; in the data active means a potency from the dose series; inconclusive means inhibition above about 27% without an active follow-up result; further: strong numbers were not always called active
# inhibitors of VEEV 10K pilot screen: second read-out of inhibitors of VEEV, no call of its own (marks repeat the call); inhibition, %; measured here: 10K pilot screen inhibition
# * hit, by the source's call; i = inactive; ? = inconclusive; · = no result given.
SMILES,M. tuberculosis HTS,M. tuberculosis,Salmonella PhoP GFP,inhibitors of VEEV,H1N1 NS1A inhibition,others
O=C1C(Cc2ccccc2)Nc2ncnc(N3CCc4ccccc4C3)c2N1Cc1ccc(Br)cc1 (configuration not stated),-3.3%,34.8%,3.9%,·,·,
C[C@H]1C(=O)O[C@@H]2CCN3CC=C(COC(=O)[C@](C)(O)[C@]1(C)O)[C@H]23,-2.6%,-5.2%,-13.5%,0.0%,-1.4%,
Cc1cc(NC(=O)COC(=O)CCCOc2ccc(Cl)cc2C)no1,-18.8%,·,-13.6%,i,6.4%,
O=C(O)c1ccc(CSCc2ccccc2F)o1,5.3%,17.2%,6.3%,0.4%,3.3%,
COc1ccc(NC(=O)C2CCN(S(=O)(=O)c3ccc(N4CCCC4=O)cc3)CC2)c(OC)c1,-8.0%,-8.8%,-7.2%,1.9%,3.5%,
CCC1CCCCN1C(=O)COc1cc(=O)n(C)c2ccccc12 (configuration not stated),-1.3%,10.4%,-6.7%,4.7%,-3.1%,
Cc1cccc(CCNC(=O)C2CCC(=O)N2Cc2ccc(F)cc2)c1 (configuration not stated),-9.6%,-20.5%,-7.5%,1.6%,-7.2%,
COc1cccc(CNC(=O)CSc2ccc(-c3ccccn3)nn2)c1,0.7%,?,8.1%,0.2%,20.6µM*,
COC(=O)c1cc(OC)c(OC)cc1NC(=S)N1CCCCC1,2.2%,10.5%,-2.8%,i,1.2%,
Cc1ccccc1Cn1c(O)c(N=NC(=S)Nc2ccccc2F)c2ccccc21,10.5%,-11.4%,-13.4%,2.3%,-1.0%,
CC(C)OCCCNC(=O)CNC(=O)c1ccc(Cl)c(Cl)c1,-3.0%,11.2%,7.7%,0.2%,7.4%,
C[n+]1ccccc1/C=C/c1ccccc1Cl,1.2%,40.9%,0.5%,i,6.4%,
Cc1ccc(S(=O)(=O)C2(S(=O)(=O)c3ccc(C)cc3)CCCC2)cc1,-9.6%,23.1%,7.4%,6.0%,-1.8%,
CCCCN(Cc1ccccc1)C(=O)C1CCC(=O)N(CCc2ccccn2)C1 (configuration not stated),-6.7%,-7.9%,-1.2%,6.3%,-9.6%,
CCOC(=O)c1cccc(NC(=O)Nc2cc(OC)ccc2OC)c1,0.7%,27.1%,1.8%,6.8%,0.2%,
COc1ccccc1N1CCN(C(=O)COc2cc(C)ccc2C)CC1,-0.1%,5.7%,-2.0%,0.8%,1.9%,
Cc1cc(NC(=O)COC(=O)CCC(=O)c2ccc(F)cc2)no1,-6.3%,23.1%,3.0%,1.3%,0.6%,
NC(=O)c1ncn([C@@H]2O[C@H](CO)[C@@H](O)[C@H]2O)n1,-0.9%,1.8%,4.0%,1.7%,-2.9%,
COc1ccc(CCNC(=O)C(C(=O)c2ccc(F)cc2)n2ccccc2=O)cc1OC (configuration not stated),-1.2%,-20.4%,-2.2%,0.2%,2.2%,
CCOC(=O)c1cc(-c2ccncc2)nc2c1c(C)nn2-c1ccccn1,0.8%,-6.7%,27.9%,6.2%,-6.3%,inhibitors of VEEV 10K pilot screen=9.2
COc1cccc(/C=N\NS(=O)(=O)c2ccccc2)c1OC,2.5%,7.2%,-3.8%,0.3%,1.6%,
CC(C)c1ccc(NC(=O)CSc2nc3ccsc3c(=O)n2CCC(=O)O)cc1,-1.4%,-5.0%,-14.3%,1.4%,3.4%,
COc1ccc(C(=O)O/N=C(\N)c2ccccc2Cl)cc1OC,3.0%,3.0%,-1.0%,7.9%,-6.7%,
O=C(O)CC(=O)Nc1ccccc1,-1.6%,-12.8%,-2.3%,0.5%,10.4%,
CCOC(=O)N1CCC(N(CCN(C)C)C(=S)Nc2cccc(Cl)c2)CC1,-0.7%,-1.9%,14.5%,2.0%,-12.3%,

# Structures shown so far containing fluorine:
SMILES,M. tuberculosis HTS,M. tuberculosis,Salmonella PhoP GFP,inhibitors of VEEV,H1N1 NS1A inhibition,others
O=C(O)c1ccc(CSCc2ccccc2F)o1,5.3%,17.2%,6.3%,0.4%,3.3%,
Cc1cccc(CCNC(=O)C2CCC(=O)N2Cc2ccc(F)cc2)c1 (configuration not stated),-9.6%,-20.5%,-7.5%,1.6%,-7.2%,
Cc1ccccc1Cn1c(O)c(N=NC(=S)Nc2ccccc2F)c2ccccc21,10.5%,-11.4%,-13.4%,2.3%,-1.0%,
Cc1cc(NC(=O)COC(=O)CCC(=O)c2ccc(F)cc2)no1,-6.3%,23.1%,3.0%,1.3%,0.6%,
COc1ccc(CCNC(=O)C(C(=O)c2ccc(F)cc2)n2ccccc2=O)cc1OC (configuration not stated),-1.2%,-20.4%,-2.2%,0.2%,2.2%,

# Further structures follow:
SMILES,M. tuberculosis HTS,M. tuberculosis,Salmonella PhoP GFP,inhibitors of VEEV,H1N1 NS1A inhibition,others
COc1ccc(-n2ccnc2SCC(=O)NO)cc1,-19.6%,-14.1%,-16.2%,i,-6.7%,
Cc1sc2ncnc(SCC(=O)NC(=O)NCc3ccco3)c2c1C,1.7%,16.7%,-20.9%,i,-1.4%,
NC(=O)CC(NC(=O)Cc1ccc(Cl)cc1)c1ccc(NC2CCCC2)c([N+](=O)[O-])c1 (configuration not stated),-1.8%,-14.4%,-4.4%,i,-1.0%,
CCN1CCN(C(=O)CCCCCn2c(=O)[nH]c3cc(C(=O)OC)ccc3c2=O)CC1,4.5%,-7.3%,-3.2%,1.2%,9.9%,inhibitors of VEEV 10K pilot screen=0.6
COc1cc(NC(=O)CSc2ncnc3sc4c(c23)CCCC4)c(C(=O)O)cc1OC,-2.6%,26.1%,2.9%,1.2%,-8.2%,
CN(Cc1cnn(C)c1)C(=O)C1CCCCC1C(=O)O (configuration not stated),-7.7%,-9.0%,-7.2%,i,13.9%,
COC(=O)CCC(NC(=O)c1cc(C)oc1C)C(=O)OC (configuration not stated),-3.0%,-5.8%,0.4%,3.5%,-8.3%,
CC1(C2CC2)NC(=O)N(CC(=O)N2CCN(c3ccccc3)CC2)C1=O (configuration not stated),-0.6%,-3.4%,·,i,7.5%,
Cc1c(NC(=O)Nc2cccc(Cl)c2)c(=O)n(-c2ccccc2)n1C,-2.9%,0.2%,-5.1%,i,-0.7%,
O=C(NCCc1ccc(Cl)cc1)c1ccc(=O)[nH]c1,-10.0%,1.3%,-1.1%,1.7%,7.1%,
COc1cccc(-c2nnc3sc(-c4ccccn4)nn23)c1,-5.1%,4.5%,-2.3%,7.7%,0.9%,
O=S1c2ccccc2Nc2ccccc21,-10.7%,12.2%,9.0%,0.1%,-0.5%,
COc1ccc(P2(=O)Nc3ccccc3N2)cc1,-0.6%,·,-4.8%,12.4%,-0.1%,
COc1cc(-c2cc(N)n(S(=O)(=O)c3ccc(F)cc3)n2)cc(OC)c1OC,-8.4%,·,1.4%,8.7%,32.1%,
CCCCn1c(NCCO)nc2ccccc21,-4.8%,·,·,0.8%,8.4%,
Cn1c(SCCCC(=O)c2ccccc2)nnc1-c1ccncc1,0.7%,14.7%,5.0%,i,-4.0%,
CCOc1ccc2nc(NC(=O)Cn3c(C)csc3=O)sc2c1,·,·,·,4.6%,-4.4%,
Cc1occc1C(=O)N1CCCC(N2CCN(c3cccc(C(F)(F)F)c3)CC2)C1 (configuration not stated),-7.0%,18.1%,-5.9%,2.1%,-2.6%,
COc1ccccc1NC(=O)Cn1ncc2c1-c1ccccc1OC2,-4.7%,-6.2%,-0.3%,i,-2.7%,
COc1ccc2c(c1)CC/C2=N\NC(=O)c1ccccc1,-6.3%,27.0%,3.6%,1.8%,-5.7%,
Cc1c(C)c(C)c(C(=O)C2CCN(c3ccc([N+](=O)[O-])cn3)CC2)c(C)c1C,-0.4%,-5.5%,17.9%,i,-18.8%,
O=C(COC(=O)c1cc(S(=O)(=O)N2CCOCC2)ccc1F)NC1CCCCC1,-7.8%,-13.8%,·,1.3%,-2.1%,
Cc1cccc(NC(=O)C2CCN(S(C)(=O)=O)CC2)c1C,-2.3%,7.2%,2.7%,0.5%,-8.7%,
CCOC(=O)CN1C=C(c2ccc3ccccc3n2)C(C[N+](=O)[O-])c2ccccc21 (configuration not stated),-0.9%,10.3%,-26.4%,1.4%,-2.1%,
CCC(=O)N1c2ccc(S(=O)(=O)CCC(=O)N3CCN(c4ccccc4F)CC3)cc2CC1C (configuration not stated),-7.7%,11.1%,-0.9%,i,4.6%,inhibitors of VEEV 10K pilot screen=0.8

# Among those listed so far, 2 have an NH in an aromatic ring.
SMILES,M. tuberculosis HTS,M. tuberculosis,Salmonella PhoP GFP,inhibitors of VEEV,H1N1 NS1A inhibition,others
CCN1CCN(C(=O)CCCCCn2c(=O)[nH]c3cc(C(=O)OC)ccc3c2=O)CC1,4.5%,-7.3%,-3.2%,1.2%,9.9%,inhibitors of VEEV 10K pilot screen=0.6
O=C(NCCc1ccc(Cl)cc1)c1ccc(=O)[nH]c1,-10.0%,1.3%,-1.1%,1.7%,7.1%,

# (next part)
SMILES,M. tuberculosis HTS,M. tuberculosis,Salmonella PhoP GFP,inhibitors of VEEV,H1N1 NS1A inhibition,others
COc1ccc(S(=O)(=O)N2CCC(C(=O)Nc3ccccc3N3CCCCC3)CC2)cc1OC,5.5%,24.7%,-8.7%,2.7%,-4.5%,
Cc1ccc(-c2nc3ccccc3[nH]2)cc1NC(=O)c1ccco1,68.5%,22.8%,-2.1%,3.4%,-3.5%,
CCN(C(=O)COC(=O)c1ccccc1OCc1ccc(Cl)cc1)C1CCS(=O)(=O)C1 (configuration not stated),3.2%,1.5%,·,7.2%,1.4%,
O=S(=O)(c1ccc(Cl)cc1)N1CCN(Cc2ccc(O)c3ncccc23)CC1,2.2%,24.2%,-17.9%,9.3%,19.8%,
Cc1nc2n(n1)C(O)c1cc([N+](=O)[O-])ccc1S2 (configuration not stated),6.1%,-1.9%,2.6%,·,·,
COc1ccc(N=Cc2c(O)n(-c3cccc(C)n3)c(=O)c3ccccc23)c(OC)c1,5.3%,-4.8%,-18.6%,i,0.6%,
N#CC1=C(N)N(c2ccccc2)C(c2cccc([N+](=O)[O-])c2)C1(C#N)C#N (configuration not stated),1.7%,8.6%,0.0%,5.4%,9.7%,
COc1cc(C(=O)NC(=S)Nc2cccc3nc(C)ccc23)cc(OC)c1OC,6.0%,12.3%,23.4%,0.2%,13.3%,
CC1CCC2C(=O)N(c3cccc(C(=O)Nc4ccc(F)cc4)c3)C(=O)C2C1 (configuration not stated),-2.7%,·,-1.0%,2.2%,-2.3%,
CCOC(=O)C1=C(C)N(C)C(=O)NC1c1ccc2c(c1)OCO2 (configuration not stated),-2.8%,7.5%,-3.2%,1.0%,-7.9%,
Cc1cc(N/N=C/c2ccccc2O)nc(N2CCOCC2)n1,0.9%,11.9%,-3.5%,6.1%,-0.7%,
C=CC[n+]1c(C)csc1Nc1cccc(Br)c1,-5.6%,18.4%,-1.1%,0.3%,6.2%,
CC(=O)Nc1ccc(NC(=S)NC(=O)C2CC2)cc1,6.6%,20.0%,0.8%,2.3%,4.1%,
CCc1c(C)c2ccc(OCC(=O)OC(C)C)c(C)c2oc1=O,?,77.5%,2.3%,0.6%,3.5%,
CC(C)Oc1ccccc1/C=N/NC(=O)c1ccccc1Cl,-2.7%,61.1%,1.3%,0.6%,3.0%,
COc1cc(/C=C/C(=O)c2ccc3c(c2)OCCO3)cc(Br)c1OCC(=O)N(C)C,?,70.4%,5.5%,i,4.4%,
CCCCC(=O)Nc1ccc(NC(=O)C2CC2)cn1,-4.8%,7.5%,3.9%,1.6%,0.4%,
Nc1ccc(SCc2cccnc2)cc1,?,59.1%,-7.3%,1.8%,-7.6%,

# Quoted at random: two records from the list, in no set order.
SMILES,M. tuberculosis HTS,M. tuberculosis,Salmonella PhoP GFP,inhibitors of VEEV,H1N1 NS1A inhibition,others
CC(C)Oc1ccccc1/C=N/NC(=O)c1ccccc1Cl,-2.7%,61.1%,1.3%,0.6%,3.0%,
COc1cc(/C=C/C(=O)c2ccc3c(c2)OCCO3)cc(Br)c1OCC(=O)N(C)C,?,70.4%,5.5%,i,4.4%,
